TRHR ag – qHTS for Small Molecule Agonists and Allosteric Enhancers of Human TRH Receptor: Primary Screen for Agonists. Thyrotropin-releasing hormone receptor (Homo sapiens), P34981. TRHR cells, calcium flux fluo-8, FDSS agonist mode. activation, % at 2 µM. hit rate 0.18% among 360,000; further: 0% is about no effect
Target sequence (P34981 whole entry, looked up): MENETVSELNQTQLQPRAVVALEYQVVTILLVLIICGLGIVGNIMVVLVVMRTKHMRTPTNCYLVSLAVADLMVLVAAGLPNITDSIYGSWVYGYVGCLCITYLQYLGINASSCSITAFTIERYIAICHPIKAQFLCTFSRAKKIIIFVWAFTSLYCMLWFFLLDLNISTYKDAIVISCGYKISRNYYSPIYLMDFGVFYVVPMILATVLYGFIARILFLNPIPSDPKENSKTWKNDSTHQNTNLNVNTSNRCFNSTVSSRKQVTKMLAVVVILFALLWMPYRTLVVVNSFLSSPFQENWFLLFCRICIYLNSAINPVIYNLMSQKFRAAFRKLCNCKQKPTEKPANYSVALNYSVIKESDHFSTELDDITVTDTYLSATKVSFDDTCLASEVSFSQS
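TRHR-expressing cells loaded with fluo-8 calcium dye; 23 nL library compound pin-transferred, kinetic FDSS fluorescence (Ex 480/Em 530) recorded about 180 s for agonist-induced calcium release, before a 10 nM TRH EC20 addition for potentiator mode.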
D1 PAM – Potentiators of Human D1 Dopamine Receptor: qHTS; hit rate 0.036% among 360,000; D(1A) dopamine receptor (Homo sapiens), P21728; HEK293 TREx D1 cells, calcium flux, dopamine EC20 potentiation; potentiation, % at 10 µM; in the data active means potentiation above about 30%; further: 0% is about no effect
D1 agonist – Allosteric Agonists of the Human D1 Dopamine Receptor: qHTS. AID 504660, 2011. D(1A) dopamine receptor (Homo sapiens), P21728. activation, % at 2 µM. hit rate 1% among 360,000. HEK293 T-REx D1 cells, calcium flux, agonist mode; further: 0% is about no effect
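Agonism was scored from calcium flux recorded over 180 s (1 read/s) after pintool compound addition, following a 10-cycle baseline. Cells were inducible force-coupled HEK293 TREx D1, plated overnight at 30 C and loaded with no-wash calcium dye.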
RXFP1 antagonist – qHTS Assay for Antagonists of the Relaxin Receptor RXFP1. Relaxin receptor 1 (Homo sapiens), Q9HBX9. HEK293-RXFP1, relaxin-stimulated cAMP HTRF, 30 min; hits give low values. activity change, negative = inhibition, % at 57.5 µM. hit rate 0.59% among 350,000;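 active means activity change of -60% or lower, but not beyond a set lower limit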; further: on the % scale 0 is the no-effect control and ±100 the full control effect
D2 antagonist – HTS Assay for Allosteric Antagonists of the Human D2 Dopamine Receptor: Primary Screen for Antagonists | D(2) dopamine receptor (Homo sapiens), P14416 | hit rate 2% among 340,000 | HEK293 TREx D2 cells, calcium flux, dopamine EC80 | inhibition, % at 10 µM; in the data active means inhibition above about 30%; further: 0% is about no effect
Target sequence (P14416 whole entry, looked up): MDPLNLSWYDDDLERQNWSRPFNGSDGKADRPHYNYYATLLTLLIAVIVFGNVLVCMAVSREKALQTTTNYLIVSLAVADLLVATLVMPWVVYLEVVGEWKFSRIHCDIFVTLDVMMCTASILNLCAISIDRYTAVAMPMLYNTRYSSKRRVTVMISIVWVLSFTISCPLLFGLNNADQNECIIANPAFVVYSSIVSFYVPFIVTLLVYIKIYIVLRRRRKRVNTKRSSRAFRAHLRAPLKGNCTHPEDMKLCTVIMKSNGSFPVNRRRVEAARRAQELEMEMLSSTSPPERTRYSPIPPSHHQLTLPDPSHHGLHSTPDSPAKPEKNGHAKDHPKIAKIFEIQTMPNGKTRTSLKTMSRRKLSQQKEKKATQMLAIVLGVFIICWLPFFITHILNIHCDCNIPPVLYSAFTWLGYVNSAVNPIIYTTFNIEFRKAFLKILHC
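In this primary screen, negative modulation is detected by tracking calcium flux after an EC80 dopamine challenge in inducible HEK293 T-REx D2 cells preexposed to test compound for 180 s.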
D1 antagonist – Antagonist of Human D 1 Dopamine Receptor: qHTS | D(1A) dopamine receptor (Homo sapiens), P21728 | HEK293 TREx D1 cells, calcium flux, dopamine EC80; hits give low values | activity change, negative = inhibition, % at 10 µM | hit rate 3.2% among 360,000; in the data active means activity change below about -30%; further: on the % scale 0 is the no-effect control and ±100 the full control effect
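Compound effects on dopamine-evoked calcium signalling were measured in tetracycline-induced HEK293 Trex D1 cells. Dopamine at EC80 followed a 180 s compound pre-read, and fluorescence was tracked kinetically for 180 s more.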
D2 ag – HTS Assay for Allosteric Agonists of the Human D2 Dopamine Receptor: Primary Screen for Agonists | D(2) dopamine receptor (Homo sapiens), P14416 | HEK293 T-REx D2 cells, calcium flux agonist mode | activation, % at 2 µM | hit rate 0.53% among 340,000 | AID 485358, 2010;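 active means activation over 3 SD above normal in the single-dose calcium agonist read, cut at about 30% in these data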; further: 0% is about no effect
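Tetracycline-induced HEK293 Trex cells with D2 receptor force-coupled to calcium signaling, plated overnight at 30 C and loaded with no-wash calcium dye. Calcium flux read kinetically for 180 s after compound addition; responses flag agonists.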
TRHR enhancer – qHTS for Small Molecule Agonists and Allosteric Enhancers of Human TRH Receptor: Primary Screen for Enhancers; Thyrotropin-releasing hormone receptor (Homo sapiens), P34981; TRHR cells, fluo-8 calcium fluorescence, EC20 TRH enhancement; enhancement, % at 2 µM; hit rate 0.66% among 360,000; AID 493056, 2011; in the data active means enhancement above about 30%; further: 0% is about no effect
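Enhancer read-out: after compound pinning and an initial kinetic agonist-mode read, an EC20 of TRH (10 nM final) was injected and fluo-8 calcium signal (Ex 480/Em 530) followed at 1 s/cycle for 100 cycles in TRHR-expressing cells.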
D2 PAM – HTS Assay for Positive Allosteric Modulators of the Human D2 Dopamine Receptor: Primary Screen for Potentiators. D(2) dopamine receptor (Homo sapiens), P14416. HEK293 T-REx D2, calcium flux, EC20 dopamine potentiation. potentiation, % at 10 µM. hit rate 0.34% among 340,000;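 active means potentiation over 3 SD above the plate norm, cut at about 30% in these data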; further: 0% is about no effect
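Primary screen. Calcium kinetics in induced HEK293 T-REx D2 cells: compound pre-addition 180 s, EC20 dopamine, 180 s more.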
* = called active by the depositor; · = not tested or not shown. Unless noted, no stated cut-off is given here; in the data, active means activation above about 30%; inactive means the rest.

SMILES	TRHR ag	D1 PAM	D1 agonist	RXFP1 antagonist	D2 antagonist	D1 antagonist	D2 ag	TRHR enhancer	D2 PAM
Cc1ccc(O)c(-c2cc(C(=O)Nc3ccc(S(=O)(=O)Nc4nccc(C)n4)cc3)[nH]n2)c1	0.5	-8	5	-9	-8	0	2.0	-1	-16
COc1cccc(C(=O)NCC2OCCc3ccccc32)c1 (stereo not drawn)	0.5	-1	0	-3	·	5	0.4	6	2
Cc1cccc(NC(=O)c2ccc3c(c2)OCCO3)c1C	-0.4	-4	0	-11	14	6	-0.3	-1	-9
CCS(=O)(=O)N1Cc2ccccc2CC1C(=O)Nc1nnc(SCc2c(Cl)cccc2Cl)s1 (stereo not drawn)	0.1	-3	6	-18	-1	-8	1.2	-3	-1
COc1cc(NS(=O)(=O)c2ccccc2)ccc1-n1nc(C)cc1C	0.2	9	0	-10	-13	-11	-3.0	-5	-15
Cc1ccccc1C1NC(=S)NC2=C1C(=O)CCC2 (stereo not drawn)	0.1	9	1	5	-2	-20	1.1	-3	2
CC1CC(C)CN(C(=O)COC(=O)CCc2nc3ccccc3c(=O)[nH]2)C1 (stereo not drawn)	-0.6	0	-2	-7	20	-21	0.2	-6	-2
CCC(C)NC(=O)c1cc(C)no1 (stereo not drawn)	0.5	2	3	-4	·	-2	·	1	·
Cc1cccc(CCNS(=O)(=O)c2ccc3c(c2)n(C)c(=O)c(=O)n3C)c1	1.1	·	0	·	-18	-8	1.4	3	6
Cc1nccc2[nH]c(=O)c(C(=O)NC(C)CCc3ccccc3)cc12 (stereo not drawn)	-1.4	1	0	·	11	-15	-0.8	5	22
COc1ccc(C)cc1NC(=O)N1CCC(CO)(CC2CCCCO2)CC1 (stereo not drawn)	0.0	-4	1	-17	22	18	0.1	9	24
COc1ccc(S(=O)(=O)N2CCOCC2)cc1C(=O)NC1CCCCCC1	0.3	2	0	2	-2	-10	-0.8	5	3
CC(=O)C1C(c2ccccc2)c2c(noc2C)CC1(C)O (stereo not drawn)	0.3	8	5	5	·	-14	0.2	-9	0
CCCc1cc(=O)n2[nH]cnc2n1	0.1	1	3	-1	6	-10	-0.3	-6	-7
CCC(=O)N1CCc2cc(S(=O)(=O)NCCC(=O)N3CCN(c4cccc(OC)c4)CC3)ccc21	-0.4	-10	7	14	0	-21	0.7	9	5
Cc1ncn(C23CC4CC(CC(C4)C2)C3)n1	-0.2	-6	2	12	12	-10	-0.9	-4	2
O=C(c1ccccc1NS(=O)(=O)c1ccc(Cl)cc1)N1CCc2ccccc21	0.3	3	0	20	-3	5	-0.1	11	13
O=C(NCc1cccc(F)c1)c1ccc(CS(=O)c2ccccc2Cl)o1 (stereo not drawn)	0.1	-5	7	-15	·	-12	-0.3	-5	-6
CCN(CC(=O)Nc1c(F)cccc1F)C(=O)CCCc1c[nH]c2ccccc12	0.3	-1	5	-3	22	-4	-0.1	2	6
Cc1cc(OC(C)C(=O)Nc2cccnc2)ccc1Cl (stereo not drawn)	-1.0	-7	6	10	18	-23	-1.1	-7	0

An excerpt from above with just RXFP1 antagonist:
| mol | RXFP1 antagonist |
| --- | --- |
| COc1cc(NS(=O)(=O)c2ccccc2)ccc1-n1nc(C)cc1C | -10 |
| Cc1ccccc1C1NC(=S)NC2=C1C(=O)CCC2 (stereo not drawn) | 5 |
| CC1CC(C)CN(C(=O)COC(=O)CCc2nc3ccccc3c(=O)[nH]2)C1 (stereo not drawn) | -7 |
| CCC(C)NC(=O)c1cc(C)no1 (stereo not drawn) | -4 |

Of the compounds above, two contain fluorine.
SMILES	TRHR ag	D1 PAM	D1 agonist	RXFP1 antagonist	D2 antagonist	D1 antagonist	D2 ag	TRHR enhancer	D2 PAM
O=C(NCc1cccc(F)c1)c1ccc(CS(=O)c2ccccc2Cl)o1 (stereo not drawn)	0.1	-5	7	-15	·	-12	-0.3	-5	-6
CCN(CC(=O)Nc1c(F)cccc1F)C(=O)CCCc1c[nH]c2ccccc12	0.3	-1	5	-3	22	-4	-0.1	2	6

Next section:
SMILES	TRHR ag	D1 PAM	D1 agonist	RXFP1 antagonist	D2 antagonist	D1 antagonist	D2 ag	TRHR enhancer	D2 PAM
CC(C)CCN1C(=O)c2ccc(C(=O)Nc3ccccn3)cc2C1=O	2.4	0	2	-27	3	-13	0.0	-4	-2
COC(=O)c1ccc(S(=O)(=O)NC(C)(C)C)n1C	-0.4	1	2	0	-6	-37*	0.6	-5	2
COc1ccc([C@H]2CC(=O)C=C(c3ccc4ccccc4c3)C2)cc1OC	-0.1	5	-1	·	-10	-14	-0.1	3	8
CCn1cc(/C=C(\NC(=O)c2ccc(OC)c(OC)c2)C(=O)NCCN2CCOCC2)c2ccccc21	-0.2	6	-1	-30	-15	14	0.7	3	10
COCCNC(=O)c1cc2c(-c3ccccc3F)nn(C)c2s1	-0.4	-8	-3	-9	4	15	0.7	13	-5
Cc1nn(CC(=O)NCCC2=CCCCC2)c(C)c1[N+](=O)[O-]	-0.5	-4	0	-1	4	5	-0.1	-3	-3
Cn1nnnc1SCc1cccc(CSc2nnnn2C)n1	0.6	-3	4	17	10	-9	0.4	-3	1
Cc1ccc(CCNC(=O)CNC(=S)N(Cc2ccccc2)Cc2cccnc2)cc1	-0.6	0	6	4	8	4	1.2	6	-3
O=C1Cc2cc(NS(=O)(=O)c3cc(F)ccc3F)cc3c2N1CCC3	0.2	-4	1	1	-2	-60*	1.9	10	-5
COc1ccc(N(C(=O)c2ccco2)C(C(=O)NC2CCCC2)c2ccc(N(C)C)cc2)cc1 (stereo not drawn)	-1.6	-1	3	-3	-4	-6	-0.7	-13	11
Cc1cc([N+](=O)[O-])nn1Cn1nc([N+](=O)[O-])cc1C	0.3	-4	5	8	3	-18	2.0	3	11
COc1ccc(OC)c2[nH]c(=O)c(CCNC(=O)COc3ccccc3)cc12	-0.5	-2	3	·	-12	12	0.8	6	23
COc1nc(Cl)cn(-c2ccc(C)cc2)c1=O	-0.5	-2	3	-2	6	2	-1.4	25	15
CCCCc1nc2ccccc2c(NC(=O)CNC(C)(C)C)c1CCC	-0.2	-5	3	-9	8	-5	-0.5	1	3
Cc1ccnc(NS(=O)(=O)c2ccc(NC(=O)c3ccc(S(=O)(=O)N4CC(C)OC(C)C4)cc3)cc2)n1 (stereo not drawn)	0.3	-5	7	1	-5	7	0.5	6	-8
CCc1ccccc1S(=O)(=O)Cc1ccc(C(=O)NCc2ccc3c(c2)OCO3)o1	-0.4	-8	0	-30	12	-56*	-0.4	-9	-19
Cc1cccc(NC(=O)CN(C)S(=O)(=O)c2ccc3c(c2)c(=O)n(C)c(=O)n3C)c1	-0.5	-2	-1	·	·	11	-0.5	-8	-1
CCn1cc(S(=O)(=O)NCCc2ccc(OC)c(OC)c2)cn1	0.0	-3	4	-4	7	-5	0.3	3	4
CN(C)CCCNC(=O)c1cc2c3ccccc3n(C)c2s1	0.1	-1	0	-9	-19	6	-0.5	6	-7
CCOc1ccc(/C(O)=C2/C(=O)C(=O)N(CC3CCCO3)C2c2ccco2)cc1 (stereo not drawn)	-0.3	1	0	10	-22	5	0.7	3	10
O=C(C1Cc2ccccc2O1)N1CCCCC1 (stereo not drawn)	-0.1	-3	0	11	18	-5	-0.9	-1	-1
O=C(N/N=C/c1ccc([N+](=O)[O-])o1)c1ccccc1NS(=O)(=O)c1cccs1	0.2	-3	2	-9	9	-8	0.0	0	12
CC1(c2ccc(OC(F)F)cc2)NC(=O)N(CC(=O)NCCC2=CCCCC2)C1=O (stereo not drawn)	1.5	-4	27	1	6	-11	0.9	0	19
COC(=O)c1sc(N)c(C(=O)OC)c1COC(=O)C1CC(=O)N(Cc2ccco2)C1 (stereo not drawn)	-1.9	8	-4	-30	-11	4	-1.4	0	1
COc1cc(Cl)c(C)cc1NC(=S)NN	-0.5	2	1	2	-7	-1	-1.0	6	18
COc1ccc(Nc2nc3ccc(OC)cc3s2)cc1	3.3	-4	0	-7	5	-8	1.3	-1	0
Cc1ccc(Cn2c(SCc3ccc(C(=O)NC4CCCCC4)cc3)nc3ccncc32)cc1	0.3	-5	3	-7	·	-16	0.5	1	-8
CCOC(=O)CN(C(=O)CNC(=O)c1cccs1)C(C(=O)NC1CCCCC1)c1cccnc1 (stereo not drawn)	0.5	1	1	3	-8	4	0.7	5	3
Cc1nc(C(=O)NC2CC2)sc1C1(C)CC(c2cccc([N+](=O)[O-])c2)=NO1 (stereo not drawn)	0.3	-5	2	·	-3	-9	0.4	1	-6
COc1ccc(S(=O)(=O)Nc2cc(C)ccc2OC)cc1C	0.0	-6	5	-2	-7	-15	1.5	-1	10
Cc1coc2cc3oc(=O)ccc3cc12	-0.1	-4	3	3	8	-3	0.0	-5	-4
Cn1nnnc1NCc1c(F)cccc1Cl	0.1	1	3	-12	-15	16	0.2	0	1
N#Cc1ccccc1CSc1nc2ncc(Br)cc2[nH]1	0.3	0	3	·	14	-2	-0.3	0	-4
CNC(=O)c1csc(-c2ccc(Cl)cc2)n1	-1.6	-3	0	-5	-7	-8	0.4	1	0
COc1cc(C(=O)N(CCCO)Cc2cc3ccc(C)c(C)c3[nH]c2=O)cc(OC)c1OC	0.1	-1	4	0	-11	27	-0.4	0	3
N#Cc1c(SCC(N)=O)nc(-c2ccccc2)c2c1CCCC2	-2.8	-1	3	-1	9	-6	-1.0	-3	-3
CC(=O)c1ccc(N2CCC(C(=O)O)CC2)cc1	-0.2	-5	1	-13	-7	-9	0.0	-5	-1
CC12CC3CC(C)(C1)CC(C(=O)NCc1ccco1)(C3)C2	-0.3	2	-1	-30	-3	0	0.0	-4	0
NC(=O)Nc1ccc(C(=O)OCC(=O)NC2CCCCC2)cc1	0.8	-3	2	4	-2	22	-0.1	-3	7
CC(C)c1ccc(NC(=O)Cn2cc(S(=O)(=O)Cc3cccc(Cl)c3)c3ccccc32)cc1	1.0	3	2	-8	·	3	1.1	11	-12
COc1ccc2c(c1)C(=O)[C@@H](OC(=O)NCc1ccc3c(c1)OCO3)[C@H](c1ccc(OC)c(Br)c1)O2	0.7	-2	6	·	-16	-14	-0.6	10	-5
O=Cc1ccc(-c2ccccc2OC(F)(F)F)o1	0.1	8	1	-2	-7	-7	-0.8	5	-3

Single records, from the list above. Order of screens: TRHR ag, D1 PAM, D1 agonist, RXFP1 antagonist, D2 antagonist, D1 antagonist, D2 ag, TRHR enhancer, D2 PAM
O=C(N/N=C/c1ccc([N+](=O)[O-])o1)c1ccccc1NS(=O)(=O)c1cccs1 reads 0.2, -3, 2, -9, 9, -8, 0.0, 0, 12
N#Cc1c(SCC(N)=O)nc(-c2ccccc2)c2c1CCCC2 reads -2.8, -1, 3, -1, 9, -6, -1.0, -3, -3

Screens as filed in PubChem.
